SRC1 TRFRET art: counter-screen for PPARgamma SRC-1 recruitment agonists: TR-FRET artefact; TR-FRET detection artefact counter-screen, emission ratio; hits give high values; 0.34% of 99,000 active; AID 1051; TR-FRET ratio at 8 µM; in the data active means TR-FRET ratio above about 2300; further: inactives centre near 1800; reference of the scale not given here
SRC3 TRFRET art: TR-FRET artefact, counter-screen to PPARgamma/SRC-3 agonist assay | PPARgamma/SRC-3 format; hits give high values | TR-FRET ratio at 8 µM | 0.39% of 99,000 active; in the data active means TR-FRET ratio above about 2000; further: inactives centre near 1600; reference of the scale not given here
Numbers without * were called inactive. An excerpt; rates above refer to the full screens.

nr	SMILES	SRC1 TRFRET art	SRC3 TRFRET art
1	Cc1cccc(-n2nc3c([n+]2[O-])CCc2nonc2-3)c1C	1636	1555
2	Cc1ccc(CNc2nc(Cl)c(C#N)s2)cc1	1631	1413
3	Nc1cc(C(F)(F)F)ccc1-n1cccc1	2025	1614
4	CCOC(=O)c1sc(NC(=O)CSc2nc(O)c(Cc3ccccc3)c(=O)[nH]2)nc1C	2105	1553
5	Cc1ccc(C(=O)NCc2cccs2)cc1S(=O)(=O)N1CCCCC1	1855	1589
6	Cc1ccc2c(c1)C(=O)C(=O)N2CCCOc1ccccc1C	2008	1488
7	CN(C)C(C(=O)Nc1cc(Cl)cc(Cl)c1)c1ccccc1 (centres undefined)	1762	1450
8	CCc1cccc(CC)c1NC(=O)COn1nnc2ccc(C(F)(F)F)cc21	1740	1645
9	Cc1nc(N2CCCCC2)c2c(-c3cccs3)csc2n1	2176	1885
10	CCS(=O)(=O)N1Cc2ccccc2CC1C(=O)OCC(=O)N(C(C)C)C(C)C (centres undefined)	1720	1531
11	CCN1CCN(C(=O)C(N)Cc2ccccc2)CC1 (centres undefined)	1558	1682
12	CC(=C/C(=O)O)/C=C/c1ccc([N+](=O)[O-])cc1	1807	1642
13	CCSc1nnc(NC(NC(C)=O)(C(F)(F)F)C(F)(F)F)s1	1891	1612
14	COc1ccccc1NC(=O)CC(NC1CCCCC1)C(=O)O (centres undefined)	1724	1427
15	CCOC(=O)c1csc(-c2ccc(OC)c(OC)c2)n1	1951	1700
16	CCC(=O)Nc1ccc(NC(=O)/C=C/c2ccc(Cl)cc2)cc1	1737	1658
17	CN(CC(=O)Nc1ccccc1Sc1ccccc1)C1CCCCC1	1879	1773
18	CC(C)(C)c1ccc(-n2nc(C#N)c(Cl)cc2=O)cc1	1672	1562
19	COc1ccc(/C=C2\SC(=N)N(c3ccc(F)cc3)C2=O)cc1	1901	1406
20	C/C(CCc1ccccc1)=N/NC(=O)C(=O)NC(C)c1ccccc1 (centres undefined)	2041	1664
21	O=C(Nc1ccc2nsnc2c1)C1CC1	1903	1825
22	CCc1c(C)nc2c(OC)cccc2c1SCCC(=O)O	1535	1433
23	OC(COc1ccccc1)Cn1c2ccccc2c2ccccc21 (centres undefined)	1656	1644
24	CCCCCCC1CC(C)(C(=O)CNc2nncs2)OC1=O (centres undefined)	1774	1469
25	O=C(CN1C2=NCCCN2c2ccccc21)c1ccc([N+](=O)[O-])cc1	1764	1367
26	COc1ccccc1/C=C/C(=O)Nc1cccc(S(=O)(=O)NC2=NCCCCC2)c1	2038	1667
27	Cc1cccc(NC(=O)c2cc(=O)n(Cc3ccccc3)c(=O)[nH]2)c1	1792	1488
28	Cc1cc(Br)ccc1NC(=O)c1cnc(N2CCN(c3ccccn3)CC2)c2ccccc12	1743	1806
29	Cc1ccc(C)c(C(C)NC(=O)c2ccc(Br)o2)c1 (centres undefined)	1809	1495
30	COc1ccccc1/C=C/C=C1N=C(/C=C/c2ccc(Cl)cc2)OC/1=O	1832	1536
31	O=C1Cc2ccccc2Sc2cc(OCCCN3CCCCC3)ccc21	1977	1760
32	Cc1ccccc1OCCC(=O)OCC(=O)Nc1cc(S(=O)(=O)N2CCOCC2)ccc1Cl	1871	1472
33	Cc1ccccc1OCC(=O)Nc1ccc(S(=O)(=O)Nc2ccccn2)cc1	1645	1827
34	COc1ccc(-c2c(N)n[nH]c2C)cc1OC	1814	1499
35	O=C(/C=C/c1cn(-c2ccccc2)nc1-c1ccc2c(c1)OCCO2)NCCO	1776	1705
36	CC1(C)CC(NC(=S)NCc2ccc3c(c2)OCO3)CC(C)(C)N1	1876	1510
37	CC(=O)Nc1ccc(/C(C)=N/NC(=O)c2ccccc2Cl)cc1	2008	1414
38	O=C(Nc1ccn(Cc2ccccc2)n1)c1n[nH]c([N+](=O)[O-])c1Cl	1912	1703
39	O=C(NCCc1c[nH]c2ccccc12)C(=O)NCC1OCCN1S(=O)(=O)c1ccccc1 (centres undefined)	1609	1254
40	COc1ccc(C2CC3(CC(C)(C)NC(=S)N3)Oc3cc(O)cc(C)c32)cc1OC (centres undefined)	1675	1388
41	COc1cc2nc(C3CCC3)n(NC(=O)COc3ccccc3)c(=O)c2cc1OC	1908	1797
42	O=c1cnnc(N/N=C/c2c[nH]c3ccccc23)[nH]1	1955	2007
43	OCCNc1cnc2ccccc2n1	1757	1434
44	O=c1[nH]c(CSc2nc(-c3ccc(F)cc3)cs2)nc2ccccc12	1733	1494
45	CC(C)(C)c1nc(SCC(=O)N2CCCC2)c2ccccc2n1	1784	1705
46	Cc1ccc(NC(=O)CSC(C)C(=O)NCCc2ccccn2)cc1 (centres undefined)	1786	1437
47	COc1ccccc1NC(=O)Cc1noc(CSc2nnc(C(F)(F)F)n2C)n1	1794	1779
48	CC1=CC2=NC(=O)/C(=C\c3cc(C)n(-c4ccc(F)cc4)c3C)C(=N)N2O1	1750	1740
49	COc1ccc(Br)cc1S(=O)(=O)NNC(=O)c1c(C)nc2ccccn12	1789	1437
50	CCOc1ccc(C(=O)CSCC(=O)O)cc1	1771	1654
51	COC(=O)c1ccc(NC(=S)Nc2cccc(C)n2)cc1	1832	1650
52	Cc1ccc(CN(Cc2ccco2)C(=S)NCC(=O)NCc2cccnc2)cc1	1917	1568
53	CCOc1ccccc1CN1CCN(Cc2cccc3c2OCO3)CC1CCO (centres undefined)	1600	1576
54	O=c1[nH]n2c(-c3ccccc3)nc(O)c2c2ccccc12	1872	1333
55	O=C(NNS(=O)(=O)c1ccc(C(=O)NC2CCCC2)cc1)c1ccncc1	1663	1727
56	COc1ccc2nc(NC(=O)c3cccc(OCc4c(C)noc4C)c3)sc2c1	1849	1560
57	CN1C(=O)CS/C1=N\NC(=O)COc1cccc2cccnc12	1758	1303
58	COc1ccc(C(=O)CSc2nnc(-c3ccco3)o2)cc1	1998	1802
59	Cc1ccc(N(C(=O)c2ccc(CN3CCOCC3)o2)C(C(=O)NCCC(C)C)c2cccs2)c(C)c1 (centres undefined)	1728	1421
60	CCOc1ccccc1Nc1ccc(C(=O)O)cc1NC(C)=O	1836	1657

Looked up by structure from the list above, 5 records:
nr	SMILES	SRC1 TRFRET art	SRC3 TRFRET art
35	O=C(/C=C/c1cn(-c2ccccc2)nc1-c1ccc2c(c1)OCCO2)NCCO	1776	1705
56	COc1ccc2nc(NC(=O)c3cccc(OCc4c(C)noc4C)c3)sc2c1	1849	1560
53	CCOc1ccccc1CN1CCN(Cc2cccc3c2OCO3)CC1CCO (centres undefined)	1600	1576
41	COc1cc2nc(C3CCC3)n(NC(=O)COc3ccccc3)c(=O)c2cc1OC	1908	1797
32	Cc1ccccc1OCCC(=O)OCC(=O)Nc1cc(S(=O)(=O)N2CCOCC2)ccc1Cl	1871	1472

(further entries)
nr	SMILES	SRC1 TRFRET art	SRC3 TRFRET art
61	Cc1ccc(OCCN2CCN(C)CC2)c([N+](=O)[O-])c1	1632	1724
62	CCOC(=O)C1=C(CN2CCSCC2)NC(=O)NC1c1ccc2c(c1)OCO2 (centres undefined)	1765	1383
63	O=C(O)COc1ccc2oc3ccccc3c2c1	1763	1575
64	CC(C)Cn1c(N)c(C(=O)CCl)c(=O)n(C)c1=O	1478	1680
65	CSc1nnc(C)c(=O)n1COC(=O)COc1ccc(F)cc1	1932	1751
66	O=C(O)Cc1cc(C(=O)Nc2ccc(Br)cc2)sc1-c1ccccc1	2611*	2260*
67	O=C(COC(=O)Cc1ccc(F)cc1)Nc1cc(S(=O)(=O)N2CCOCC2)ccc1N1CCCC1	1892	1622
68	CCCCn1nnc(NC(=O)C(c2ccccc2)c2ccccc2)n1	1569	1359
69	O=c1cc(CSc2nnnn2-c2ccccc2)nc2sccn12	1792	1726
70	CCCN(Cc1ccccc1)C(=S)Nc1ccc(OCC)cc1	1674	1583
71	O=C(CCn1c(=O)c2ccccc2n(Cc2cc(=O)n3ccccc3n2)c1=O)NCc1ccco1	2008	1709
72	CC(C)NCC(O)COC1CCC(C(C)(C)C)CC1 (centres undefined)	1936	1548
73	CCCCCCCCCCOC(=O)NC1CCS(=O)(=O)C1 (centres undefined)	1427	1392
74	CCOc1ccc(NC(=O)CC2C(=O)N(CC)C(=S)N2CCN2CCOCC2)cc1 (centres undefined)	1597	1467
75	Cc1nn(-c2ccccc2)c(C)c1NC(=O)Cc1cccs1	1866	1584
76	CC(=O)Nc1ccc(S(=O)(=O)N2CCN(c3cc(C)ccc3C)CC2)cc1	1981	1780
77	COc1ccc(N(C)S(=O)(=O)c2cccc(C(=O)NCc3ccc4c(c3)OCO4)c2)cc1	1731	1275
78	COC(=O)C1=C(C)N(Cc2ccco2)C(=O)N[C@H]1c1cccc(C(F)(F)F)c1	1618	1398
79	C#CCOCCOCCOCCNc1nc(N2CCN(C(=O)[C@H]([C@@H](C)CC)n3cc(CCCN=C(N)N)nn3)CC2)nc(N2CCN(C(=O)[C@H](CCCCN)n3cc(CCC(=O)O)nn3)CC2)n1	1715	1598
80	Fc1ccc(CNCc2ccc(Br)cc2)cc1	1584	1501
81	CC/C(C)=N/NC(=S)NCc1ccco1	1722	1554
82	CN1CCC2(CC1)C1CN(C)CC=C1C(C#N)=C(N)C2(C#N)C#N (centres undefined)	2041	1663
83	O=C(NC1CCN(Cc2ccccc2)CC1)c1c(F)cccc1F	1826	1462
84	O=C1Nc2ccc([N+](=O)[O-])cc2C1=Nc1cccc(CO)c1	1774	1508
85	CCOC(=O)C1=C(CC)OC(N)=C(C#N)C1c1ccc(F)cc1F (centres undefined)	1558	1291
86	COc1ccccc1C(=O)Nc1ccc2c(c1)nc(CN1CCCCC1)n2C	1550	1799
87	Cc1cccc(C(=O)N/N=C/C(C)Cc2ccc3c(c2)OCO3)c1 (centres undefined)	1830	1645
88	O=C(CSc1c2c(nc3ccccc13)CCC2)N1CCCC1	2117	1706
89	Cc1ccc2nc(C)c(C(=O)N/N=C/c3cccs3)cc2c1	1804	1740
90	COC(=O)c1ccc(/C=C/c2ccc3cccc(OC)c3n2)cc1	1938	1580
91	Cc1cc(N)n(-c2cc(C)c3ccccc3n2)n1	1366	1466
92	Cc1ccc(NC(=O)c2cc3c(s2)CCCC3)cc1	1923	1764
93	C/C(=N\Nc1nc(Cl)c(Cl)cc1Cl)c1ccc(S(=O)(=O)NCc2ccco2)cc1	1921	1768
94	O=C(CSc1nc2ccccc2[nH]1)c1c[nH]c2ccccc12	1867	1478
95	COc1ccccc1NC(=O)CNc1ccc(F)c(Cl)c1	1860	1540
96	CC(C)CCN1CCN(C2CSCCSC2)CC1CCO (centres undefined)	1863	1613
97	O=C(CNC(=O)c1ccc(S(=O)(=O)N2CCCC2)cc1)N/N=C/c1ccc(Cl)cc1	1887	1574
98	COCC1CCN(Cc2cn(-c3ccccc3F)nc2-c2cc(C)sc2C)CC1	1660	1440
99	O=C(N/N=C/c1cc([N+](=O)[O-])ccc1O)C1CCCCC1	1927	1672
100	COc1ccccc1C/C(N)=N/OC(=O)COc1cc(C)cc(C)c1C	1613	1505
101	CCc1ccc(C(N)=S)cc1	1704	1706
102	COC(=O)[C@@]1(Cc2ccc(F)cc2)[C@H]2c3cc(C(=O)N(C)C)n(C[C@H](O)CO)c3C[C@H]2CN1C(=O)c1ccccc1	1611	1322
103	O=C(NCc1ccncc1)C(=O)N/N=C/c1ccc(OCc2ccccc2)cc1	1822	1692
104	O=C(NN1C(=O)C2C3CCC(O3)C2C1=O)c1ccc(Br)o1 (centres undefined)	1797	1679
105	CC1=NNC(=O)/C1=C\c1cn(-c2ccccc2)nc1-c1ccccc1	1809	1731
106	COc1cc(/C=N/NC(=O)CCN2CCN(C(c3ccccc3)c3ccccc3)CC2)ccc1O	2004	1795
107	S=C(NCc1ccco1)Nc1cc(Cl)c(Cl)cc1Cl	1835	1725
108	COc1ccc(N2CCN(C(=O)c3cc(=O)[nH]c4ccccc34)CC2)cc1	1592	1477
109	COc1ccc(S(=O)(=O)CC2(O)CCN(C(=O)CC(C)C)CC2)cc1	1975	1614
110	COCCCNC(=S)Nc1ccc2nc3n(c(=O)c2c1)CCCCC3	1720	1563
111	CN(CC(=O)O)S(=O)(=O)c1ccc2c(c1)n(C)c(=O)c(=O)n2C	1970	1536
112	CCC(C)NCCC(=O)Nc1ccc(Cl)c(S(=O)(=O)Nc2ccc(Cl)cc2)c1 (centres undefined)	1918	1551
113	COc1ccc(CNC(=O)CN(c2ccccc2)S(=O)(=O)c2ccccc2[N+](=O)[O-])cc1	1687	1603
114	O=C(NC1CCCC1)c1ccccc1-c1ccccc1	1938	1609
115	COc1ccc(S(=O)(=O)N2CCOC2CNC(=O)C(=O)NCCc2c[nH]c3ccccc23)cc1C (centres undefined)	1862	1697
116	COC(=O)C(/C=N/O)NC(=O)c1ccccc1 (centres undefined)	1848	1795
117	O=c1[nH]c2cc3c(cc2cc1CN(Cc1cccnc1)C(=S)NCc1ccco1)OCO3	1680	1293
118	CCn1c(SCC(=O)c2ccccc2)nnc1-c1cccnc1	1633	1467
119	CC1(C)Cc2c(sc(NC(=O)COc3ccccc3)c2C#N)C(C)(C)N1	1995	1621
120	Cc1ccc(NC(=O)C2CCN(S(=O)(=O)c3cccs3)CC2)cc1	1690	1553

Next section; it opens with the four that closed the last part.
nr	SMILES	SRC1 TRFRET art	SRC3 TRFRET art
117	O=c1[nH]c2cc3c(cc2cc1CN(Cc1cccnc1)C(=S)NCc1ccco1)OCO3	1680	1293
118	CCn1c(SCC(=O)c2ccccc2)nnc1-c1cccnc1	1633	1467
119	CC1(C)Cc2c(sc(NC(=O)COc3ccccc3)c2C#N)C(C)(C)N1	1995	1621
120	Cc1ccc(NC(=O)C2CCN(S(=O)(=O)c3cccs3)CC2)cc1	1690	1553
121	O=C1c2ccccc2C(=O)N1CCn1nc(Cl)nc1Cl	1702	1440
122	CCCCn1c(N)c(N(CCC(C)C)C(=O)COC(=O)c2ccccc2)c(=O)[nH]c1=O	1791	1520
123	COc1ccccc1OCC(=O)NNC(=O)C(=O)N1CCCC1	1725	1635
124	COC(=O)c1sc(S(=O)(=O)Nc2ccc(C)cc2)c(C(=O)OC)c1C	1702	1755

From PubChem BioAssay
